Pf Dd2 growth: qHTS Primary assay for Inhibitors of Plasmodium falciparum Dd2 growth in vitro; P. falciparum Dd2 growth, SYBR Green, 72 h; Potency, µM (top dose mostly 28.9 µM), for inactives: at the highest dose activity, negative = inhibition, most hits filed as inhibitors; 4.3% of 120,000 active; AID 1347417, 2020; active = well fitted inhibition curve with a large enough effect; inconclusive = small, poorly fitted or top-dose-only effect; inactive = no such curve, though single readings can be large or run the other way;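 also: plate controls were DMSO vehicle for no effect and reference drug for full effect; nearly all actives have a fitted effect of over 65% in size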
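Readout: SYBR Green fluorescence, 485 nm excitation, 535 nm emission, after ~16 h lysis at 37C. Before that, Dd2-infected red cells (2.5% hematocrit) grew 72 h with compound, 29 uM top final concentration.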
The depositor's hits bear a star; i = inactive; ? = inconclusive; & = joins results of further samples; [ ] = remark or other dose. Potency is read from the fitted curve at half-maximal effect.

SMILES	Pf Dd2 growth
OCC1(CCCc2ccccc2)CCN(Cc2cccc3c2OCO3)CC1	?
Cc1ccc(C(=O)NCc2ccc3c(c2)CCN3C(=O)c2ccc(C)cc2)cc1	38%
O=C(Cc1ccc(F)cc1)NC1CCN(c2cc(-c3ccccc3)[nH]n2)C1 (stereo not drawn)	i
COCCn1nc2n(c1=O)CCN(C(=O)c1ncccc1C)CC2	i
O=C(O)CC[C@@H]1CN(C(=O)Cc2ccc(CO)cc2)CC[C@@H]1N1CCOCC1	-2%
O=C(Cc1cccn1-c1ccc(F)cc1)NCc1ccc(N2CCOCC2)cc1	?
CCCn1c(C)cnc1CC1CCCN(S(=O)(=O)c2cccs2)C1 (stereo not drawn)	?
CCOc1ccc(CN(CCc2ccc3c(c2)OCO3)Cc2cccc(C)c2)cc1	?
COc1ccccc1OC1CCN(C(=O)C2CCCN(C(C)=O)C2)CC1 (stereo not drawn)	-16%
CC(=O)Nc1cc(C(=O)NCc2ccc(C)cc2)ccc1Sc1ccc(C)cc1	-7%
Cc1ccccc1Oc1ncccc1CNC(=O)CCn1cnnc1	-17%
Cc1cc(C)n(CC(=O)N2CCC(c3nc(CCOc4ccc(F)cc4)no3)C2)n1 (stereo not drawn)	-15%
CC(C)(N)c1cn(CC2CCN(C(=O)NC3CCCCCC3)CC2)nn1	-8%
CCn1cc(S(=O)(=O)N2CC(N(Cc3cccnc3)CC(C)C)C2)cn1	?
CC(C)c1ccc(NC(c2nnc(-c3ccccc3)o2)c2ccc(F)cc2Cl)cc1 (stereo not drawn)	?
Cc1ccc(OCC(=O)Nc2c(C(=O)c3ccc(Cl)cc3)oc3ccccc23)cc1C	21%
Cc1ccc(NC(=O)c2cnn3c2NC(c2ccccc2)=CC3c2ccccc2)cc1 (stereo not drawn)	i
CC1CCCN(S(=O)(=O)c2cc3c4c(c2)CC(=O)N4CCC3)C1 (stereo not drawn)	3%
COCCNC(=O)[C@@H]1C[C@H](Oc2ccccc2)CN1C(=O)Cc1c[nH]c2ccccc12	-20%
C[C@@]1(O)CCN(C(=O)c2cccc(-c3cccc(F)c3)c2)C[C@@H]1O	-3%
CCOC(=O)c1[nH]c(C)c(C(=O)NC(CC)Cc2ccccc2)c1C (stereo not drawn)	?
O=C(Nc1cccc(OCc2cc(=O)n3c4c(sc3n2)CCCC4)c1)c1ccc(F)cc1	-19%
COc1cccc(-c2nc(-c3ccc(Br)o3)no2)c1	-21%
CCOC(=O)C[C@@H]1C[C@@H](C(C)C)[C@H](CNC(=O)c2ccncc2)C=C1C	i
CN(CCCNC(=O)Cn1ncc2c([nH]c3ccccc32)c1=O)Cc1ccccc1	?
COc1ccccc1CN1CCNc2cnc(OCc3cccnc3)cc2C1	i
COC(=O)c1c(NC(C)=O)c2cc(NC(C)CCO)cnc2n1CC1CCCO1 (stereo not drawn)	-7%
CN1CC(c2ccccc2)CC2(CCN(C(=O)CCCn3ccnc3)CC2)C1 (stereo not drawn)	13µM*
COc1cccc(-c2cc3c(=O)n(CCNC(=O)c4ccccc4Cl)ccn3n2)c1	?
COc1ccc(Cl)cc1NC(=O)CSc1nc2c(oc3ccccc32)c(=O)n1Cc1ccco1	?
Cc1cc(C(=O)NCC23CCCC=C2N(C)C(=O)CC3)n(C)n1 (stereo not drawn)	8%
COc1ccc(C(=O)N[C@@H]2CCC[C@@H]2C(=O)NCCCN(C)C)cn1	?
Cc1ccc(-c2noc([C@@H]3Cc4nc[nH]c4CN3Cc3ccccc3)n2)cc1	10µM*
COc1ccc(CN(C)C2CCOc3ccccc32)cc1 (stereo not drawn)	?
O=C(CC1CCNC1)NC1CC1 (stereo not drawn)	12%
CCCNC(=O)NCCc1ncc(C)n1CC1CC1	-8%
Cc1cccc(Cn2nnc3c(=O)[nH]c(C4CCCN(C(=O)c5ccccc5Cl)C4)nc32)c1 (stereo not drawn)	?
Clc1ccc(-c2noc(-c3cccnc3N3CCN(c4ccccc4)CC3)n2)cc1	30%
COc1ccc(CNC(=O)CN2C(=O)CCCc3ccccc32)cc1	41%[activator]
CCCCN(C)CCNC(=O)Cn1ncc2c3ccccc3n(CCC)c2c1=O	?
O=C(NC1CCCC1)N1CC(Oc2ccccc2-c2nc(-c3ccccc3)no2)C1	?
CC1=C[C@@H](CN(C)CCc2ccccn2)[C@H](C(C)C)C[C@H]1Cc1nnc(-c2ccccc2)o1	2.2µM*
O=C(c1ccc2c(c1)OCCO2)N(Cc1cccnc1)c1nc2c(F)cc(F)cc2s1	?
O=[S+]1([O-])NC2(CCN(Cc3cccc4ccccc34)CC2)CNc2ccccc21	-12%
Cc1cn2nc(C(=O)NC3CCCC3)cc2c(N2CCCC2)n1	i
Cc1cccc(C(=O)Nc2c3c(nn2-c2ccc(Cl)cc2)CS(=O)(=O)C3)c1	?
COc1ccc(NC(=O)CC2C(=O)N(c3ccc(OC)cc3)C(=O)N2C2CCCCC2)cc1 (stereo not drawn)	i
C[S+](=O)([O-])c1ccc(-c2nc(C(=O)NCc3ccc(F)cc3)n3ccccc23)cc1	11µM*
O=C(c1ccc(Cl)nc1)N1CCC2(CC1)CC(Cc1ccccc1)=NO2	-10%
Cc1ccc2nc(N(Cc3cccnc3)C(=O)C3COc4ccccc4O3)sc2c1 (stereo not drawn)	6%
COCCCNC(=O)c1ccc2c(c1)n(Cc1ccc(OC)cc1)c(=O)c1ccnn12	?
COc1ccc(C(=O)N2CCN(CC3CC3)[C@@H]3CS(=O)(=O)C[C@@H]32)c(C)c1	9%
COc1ccccc1NS(=O)(=O)c1cn(C)c(C)n1	36%[activator]
CCCN1CCN(c2ncc3c(n2)CCN(Cc2ccc(OC)c(OC)c2OC)C3)CC1	?
CCn1cc(S(=O)(=O)N2C[C@@H](Oc3cccnc3)C[C@H]2C(N)=O)cn1	21%
COC1CN(c2cccc(F)c2)C12CCN(C(=O)CC1CCCC1)CC2 (stereo not drawn)	-7%
CC(C)(CC(=O)O)CC(=O)N1Cc2[nH]cnc2C[C@H]1c1nc(-c2ccncc2)no1	-19%[44.1 µM]
COC(=O)N1CCC2(C1)N=C(c1cccnc1)C(=O)N2 (stereo not drawn)	22%[44.1 µM]
CSCCCN1C[C@@H](C(=O)O)C[C@H](C(=O)NCc2ccccn2)C1	-4%
O=S1(=O)NCC2(CCN(Cc3ccc(Cl)s3)C2)Oc2ncccc21 (stereo not drawn)	?
Next compounds
SMILES	Pf Dd2 growth
CN(C(=O)CSc1nc2ccc(NC(=O)c3cccc(F)c3)cc2s1)c1ccccc1	-15%
COCCN1CCC2(CCC1=O)CCN(C(=O)Nc1cccc(Br)c1)CC2	?
COCc1ccc2c(c1)c(OC(C)(C)C(=O)N(C)C)nn2Cc1ccccc1	-25%[44.1 µM]
CCCN(C(=O)c1c(C)oc2ncnc(N3CCOCC3)c12)c1ccc(Cl)c(Cl)c1	43%
COCC1CN(C2CCC2)CC12CCN(C(=O)c1cn(C)cn1)CC2 (stereo not drawn)	14%
COc1cccc(CC(=O)N2[C@H]3CC[C@@H]2c2cnc(-c4ccc(F)cc4)nc2C3)c1	?
O=C1CCC2(CCN1CC1CC1)CCN(C(=O)C1CC=CC1)CC2	0%
O=C(C1CC1)N1CCCC(CN2CCOCC2)CC1 (stereo not drawn)	-11%
c1ccc(C2=NOC3(CCCN(Cc4cccnc4)C3)C2)nc1 (stereo not drawn)	21%
CC(C)c1noc([C@@H]2C[C@H](NS(=O)(=O)c3ccc(C#N)cc3)CN2C)n1	i
Cc1ccc(C2CC(=O)N(Cc3ccc(F)cc3)c3c2c(C)nn3-c2nc(C)cc(C)n2)cc1 (stereo not drawn)	?
O=c1[nH]c(C2CCCN(S(=O)(=O)c3ccccc3)C2)nc2c1nnn2Cc1ccccc1Br (stereo not drawn)	?
Cc1c(-c2ccccc2F)[nH]c2ccc(CNC(=O)CCN3CCCC3=O)cc12	-11%
Cc1ccc(NC(=O)c2c(C)oc3ncnc(N4CCCCC4)c23)c(C)c1	17%
Cc1cccc(NC(=O)c2ccc(-c3ccccc3)s2)c1	?
CC(C)Cc1ccc(S(=O)(=O)Nc2cc3c(cc2N2CCOCC2)n(C)c(=O)c(=O)n3C)cc1	?
CCCCN1C(=O)c2ccccc2C(C(=O)Nc2ccccn2)C12CCCC2 (stereo not drawn)	?
O=C(NC1CC(=O)N(Cc2ccccc2C(F)(F)F)C1)c1ccsc1 (stereo not drawn)	7%
Cc1ccc(C2Cn3nnc(-c4noc(-c5cc(Cl)ccc5F)n4)c3CO2)cc1 (stereo not drawn)	-20%
CN(C)C(=O)c1nc(-c2ccc(F)cc2)c2cnccn12	?
CC(=O)c1ccc(NS(=O)(=O)c2cnc(N)nc2)cc1	25%
Cc1cccc([C@H]2C[C@@H](O)[C@@H](O)[C@@H]2NC(=O)C2CCOCC2)c1	24%[44.1 µM]
CCCOc1ccc(OC(=O)c2c(-c3ccccc3Cl)noc2C)cc1	10%
COCCN1C(=O)CS(=O)(=O)C12CCN(C(=O)c1ccc(OC)c(F)c1)CC2	i
Cc1ccc(OCC(=O)Nc2nc(-c3ccc(Br)cc3)ns2)cc1	7%
CC(C)N1C(=O)C2(CCCC2)C1C(=O)NCc1ccc(N2CCOCC2)cc1 (stereo not drawn)	6%
Cn1cnc2cc(-c3cccc(C(F)(F)F)c3)cc(C(=O)NCc3cccnc3)c21	?
CCS(=O)(=O)Nc1ccc(C)n(CC(=O)NCc2ccccc2C)c1=O	i
COc1ccc(C(=O)N2CCC(c3n[nH]c(=O)n3-c3ccccc3)CC2)c(OC)n1	8%
Cc1cc2n(n1)CCCN2C(=O)Nc1ccc(C)c(Cl)c1	8%
CC1CCN(c2ccc(CNC(=O)CN3CCCc4nc(C5CC5)ncc4C3=O)cc2)CC1	?
CNC(=O)c1cc(-c2ccc(OC)c(OC)c2)cc2c1OCCN2Cc1cccnc1	?
Cc1cccc(NC(=O)Cn2c(C)cc3nc4n(c(=O)c32)CCCCC4)c1	i
COc1cccc(C(=O)N2CCC(c3nc(-c4cccnn4)no3)CC2)c1	-11%
CCc1ccc(CN2CCC(CO)(CN3CCCC3)CC2)cc1	7.1µM*
CCO[C@H]1CN(C(=O)c2ccc(OC)c(N3CCOCC3)c2)C[C@@H]1O	-14%
COc1cc(-c2cc(-c3ccccc3)nc3c(C)noc23)ccn1	?
C=CCN1C[C@@]2(C(=O)O)CN(c3nccc4ccccc34)C[C@H]2C1=O	-10%
CCCOc1ccc(CNC(=O)c2c(OCC)cc(=O)n3c2CCCC3)cc1	-10%
O=C(c1ccoc1)N1C[C@@H](CO)[C@H](c2ccncc2)C1	-11%
Cc1ccc(-n2ncc3c(NCCCN4CCOCC4)ncnc32)cc1C	?
Cc1cccc(N2CCN(c3nc4ccc(C)cc4n4cnnc34)CC2C)c1 (stereo not drawn)	?
Cc1cccc(N2CCN(C(=O)c3cn(C)c4ccc(S(=O)(=O)N(C)C)cc4c3=O)CC2C)c1 (stereo not drawn)	-1%
O=C(NCC1CC1)c1cc(Br)cn2ccnc12	-8%&1%[44.1 µM]
Cc1nnc(N2C(=O)c3oc4ccccc4c(=O)c3C2c2ccc(F)cc2)s1 (stereo not drawn)	7%
COc1ccc(-c2nnc(SCC(=O)Nc3ccc(C)c(Cl)c3)nc2-c2ccc(OC)c(OC)c2)cc1OC	i
Cc1ccc(CNCc2c(C(=O)O)n(Cc3ccccc3C)c3cc(C)ccc23)cc1	3.2µM*
CCOC(=O)N1CCC(COc2ccc3c(cnn3CC[S+](C)(=O)[O-])c2)CC1	?
Cc1cccc(C(=O)N2CCC(N3C(=O)C4(CCCC4)C3c3scnc3C)CC2)c1 (stereo not drawn)	?
COc1ccc(CC(=O)N2CC[C@@H](CC(=O)O)[C@@H](CCN3C[C@@H]4C[C@H](C3)c3cccc(=O)n3C4)C2)cc1	-18%
Cc1cc(C)cc(C(=O)N2CCC(OC3CCN(C)CC3)CC2)c1	i
O=C(NCc1ccccc1)c1c2c(nc3ccccc13)C(=O)N(C1CCCCC1)C2	21%
Cn1ncc(N2CCCC(CC(=O)N3CCN(Cc4ccccc4)CC3)C2)cc1=O (stereo not drawn)	-6%
CC1=NOC2(CCN(Cc3ccc(N(C)C)cc3)C2)C1 (stereo not drawn)	i

Some of the compounds tested. The share of hits here may be higher or lower than overall.
